Source: PubChem BioAssay (The Scripps Research Institute Molecular Screening Center)
PAFAH1B2 inh – PAFAH1B2 (human) inhibition; 1.2% of 340,000 active; AID 492953; recombinant PAFAH1B2, FP-rhodamine activity probe, fluorescence polarization; inhibition, % at 3.39 µM; P68402;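 active = inhibition above the mean of all tested compounds plus 3 SD, cut at about 24% in these data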;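 also: 0% = enzyme with DMSO and 100% = wells lacking PAFAH1B2; many of its hits are not listed in these tables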
LYPLA2 inh – LYPLA2 (human) inhibition in PME1 counter-screen; O95372; recombinant LYPLA2, FP-Rh probe fluorescence polarization; inhibition, % at 5.9 µM; 0.38% of 320,000 active; AID 2177;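 active = inhibition above the screen-wide mean plus 3 SD, limit set per campaign, cut at about 26% in these data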;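 also: 0% = LYPLA2 with DMSO and 100% = wells lacking LYPLA2 enzyme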
Target sequence (O95372 whole entry, looked up): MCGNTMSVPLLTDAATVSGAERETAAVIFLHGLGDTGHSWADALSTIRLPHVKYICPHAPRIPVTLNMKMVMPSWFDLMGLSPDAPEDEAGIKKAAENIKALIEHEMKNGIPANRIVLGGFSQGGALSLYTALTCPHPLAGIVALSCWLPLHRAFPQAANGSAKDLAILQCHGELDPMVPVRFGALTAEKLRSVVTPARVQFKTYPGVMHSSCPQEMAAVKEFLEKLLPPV
pPAFAH inh – inhibitors of human plasma PAF acetylhydrolase (pPAFAH) | recombinant pPAFAH, FP-rhodamine probe fluorescence polarization | 1.5% of 330,000 active | inhibition, % at 3.39 µM;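 active = inhibition above the mean inhibition across the screen plus 3 SD, cut at about 25% in these data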;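 also: inhibitors block binding of the rhodamine activity-based probe so polarization drops; 0% = enzyme with DMSO and 100% = wells lacking pPAFAH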
PREPL inhibitor – human PREPL enzyme inhibition. inhibition, % at 5.96 µM. AID 2751. recombinant PREPL, fluorescence polarization activity-based probe. Q4J6C6. 0.68% of 320,000 active; in the data active = inhibition above about 43%;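 also: 0% = enzyme with DMSO and 100% = wells lacking enzyme; many of its hits are not listed in these tables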
PAD4 FP inh – inhibitors of human PAD4; Q9UM07; recombinant PAD4, RCA probe fluorescence polarization; inhibition, % at 6.36 µM; 0.41% of 330,000 active; AID 485272;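 active = percent inhibition above a cutoff equal to the mean of all tested compounds plus 3 SD, cut at about 15% in these data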;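 also: 0% = PAD4 with RCA probe and DMSO and 100% = probe without PAD4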
PME-1 inh – blocks human protein phosphatase methylesterase 1 | inhibition, % at 5.9 µM | AID 2130 | recombinant PME-1, FP-Rh probe fluorescence polarization | 0.53% of 320,000 active;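 active = inhibition above the campaign mean of all compounds plus 3 SD, cut at about 26% in these data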;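 also: competitive labeling of PME-1 active site by serine hydrolase directed probe; 0% = PME-1 with DMSO and 100% = wells lacking PME-1 enzyme; inhibitors block probe labeling so polarization falls and inhibition rises; many of its hits are not listed in these tables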
Target sequence (Q9Y570 whole entry, looked up): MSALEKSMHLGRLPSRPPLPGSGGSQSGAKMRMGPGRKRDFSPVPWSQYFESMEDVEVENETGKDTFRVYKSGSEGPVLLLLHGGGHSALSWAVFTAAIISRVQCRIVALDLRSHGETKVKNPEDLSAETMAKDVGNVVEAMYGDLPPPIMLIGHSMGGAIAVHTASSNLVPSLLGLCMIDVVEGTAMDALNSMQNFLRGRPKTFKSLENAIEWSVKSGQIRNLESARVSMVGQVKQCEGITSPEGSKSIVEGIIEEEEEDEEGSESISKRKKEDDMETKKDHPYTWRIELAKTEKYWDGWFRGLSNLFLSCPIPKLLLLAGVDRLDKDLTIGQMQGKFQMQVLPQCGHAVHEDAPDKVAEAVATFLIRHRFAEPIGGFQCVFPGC
LYPLA1 inh – counter-screen for PME1 inhibitors: inhibitors of human LYPLA1 | O75608 | recombinant LYPLA1, FP-Rh probe fluorescence polarization | inhibition, % at 5.9 µM | 0.16% of 320,000 active;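 active = inhibition above the mean of all tested compounds plus 3 SD, set per campaign, cut at about 14% in these data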;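 also: inhibitors block serine hydrolase probe labeling of LYPLA1 so polarization falls; 0% = enzyme with DMSO and 100% = wells lacking LYPLA1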
Target sequence (O75608 whole entry, looked up): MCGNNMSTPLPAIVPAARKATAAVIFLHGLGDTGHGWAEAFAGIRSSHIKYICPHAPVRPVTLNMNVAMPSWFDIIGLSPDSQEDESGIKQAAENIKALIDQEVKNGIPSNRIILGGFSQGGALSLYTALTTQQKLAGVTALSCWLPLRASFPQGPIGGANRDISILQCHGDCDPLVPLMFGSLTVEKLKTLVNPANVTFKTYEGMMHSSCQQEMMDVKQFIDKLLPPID
GSTO1 inh – blocks human GSTO1 in RBBP9 counter-screen; 1.1% of 300,000 active; inhibition, % at 5.96 µM; AID 1974; P78417; recombinant GSTO1, activity-based probe fluorescence polarization;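 active = inhibition above the campaign mean inhibition plus 3 SD, cut at about 35% in these data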;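 also: 0% = GSTO1-1 with DMSO and 100% = wells lacking GSTO1-1 enzyme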
PAFAH1B3 FP inh – inhibitors of human PAFAH1B3; AID 492972; inhibition, % at 3.39 µM; Q15102; recombinant PAFAH1B3, FP-rhodamine probe, fluorescence polarization; 0.28% of 340,000 active;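 active = inhibition above the screen-wide average of all tested compounds plus 3 SD, cut at about 25% in these data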;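 also: 0% = enzyme with DMSO only and 100% = wells lacking PAFAH1B3 protein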
Starred values were filed as active, the others as inactive; . = not tested or not shown. This is a subset (hit frequency here may not be typical).

No.	canonical_smiles	PAFAH1B2 inh	LYPLA2 inh	pPAFAH inh	PREPL inhibitor	PAD4 FP inh	PME-1 inh	LYPLA1 inh	GSTO1 inh	PAFAH1B3 FP inh
1	COc1ccc(NC(=O)CN2C(=O)CC(C)(C)S(=O)(=O)c3ccccc32)cc1	-8	-1	-1	1	-6	-1	4	9	10
2	COCCOc1ccc(C(F)(F)F)cc1NC(=O)COC(=O)C12CC3CC(CC(O)(C3)C1)C2	10	-1	3	-7	5	-1	0	2	8
3	Cc1ccc(CNS(=O)(=O)c2ccc(Br)s2)cc1	25*	7	12	-2	6	3	-1	0	3
4	Cn1c(Cn2c(=O)sc3ccccc32)nnc1SCC(=O)N1CCCCCC1	-1	-1	-2	-2	8	4	4	0	-2
5	COC(=O)C(CC(C)C)N(Cc1cc(OC)cc(OC)c1)S(=O)(=O)c1ccccc1Br (stereo unspecified)	3	.	2	.	3	.	.	.	10
6	O=C(NCCN1CCOCC1)c1cccc(S(=O)(=O)Nc2ccc(Br)cc2)c1	1	2	34*	-2	-4	-3	-4	.	-3
7	CSc1ccccc1NC(=O)CN(C)CC(=O)Nc1ccc(N2CCOCC2)cc1	0	14	2	11	4	11	1	2	-4
8	O=C(NCc1ccc2c(c1)OCO2)c1ccc2c(c1)C(=O)N(CC1CCCO1)C2=O (stereo unspecified)	4	-3	3	20	-3	-6	0	0	-4
9	Cc1oc(-c2ccccc2F)nc1CN1CCC(C(=O)NCc2cccs2)CC1	3	3	2	12	-4	-3	0	5	3
10	O=C1CCC([N+](=O)[O-])C(c2cccc3ccccc23)N1 (stereo unspecified)	-4	12	-2	-4	6	1	4	0	9
11	CCNc1nc(NC(C)C)nc(N(C#N)CC(=O)OC)n1	-2	2	1	0	-5	-4	6	9	5
12	Cc1ccc(OCC(=O)N(Cc2ccccc2)c2ccccn2)cc1	10	3	0	15	-2	1	0	33	5
13	COc1c(C(C)C)cc(NC(C)=O)cc1C(C)C	-1	8	1	-9	-5	-3	0	4	2
14	O=c1ccc2ccc(OCc3nnc(-c4ccccc4Br)o3)cc2o1	4	15	5	-3	-6	1	2	0	2
15	COc1ccc(CCC(=O)Nc2nnc(C(C)(C)C)s2)cc1	-13	-3	4	-3	1	1	-3	4	0
16	CC(OC(=O)c1cc(=O)[nH]c2ccccc12)C(=O)Nc1ccc(Cl)cn1 (stereo unspecified)	4	9	-1	9	5	7	-3	.	13
17	O=C(Nc1ccccc1)c1ccc2c(c1)OCCCO2	-5	4	-2	0	4	-3	-2	9	3
18	Cc1nn(CCCC(=O)N2CCc3ccccc3C2)c(=O)c2cc3sccc3n12	2	3	0	-49	-1	-2	-2	-1	1
19	COc1ccccc1C(=O)Nc1ccnn1C1CCN(Cc2cc(C)c(C)cc2C)CC1	-2	0	5	14	0	3	-1	7	4
20	CN(c1nc2ccccc2nc1Cl)S(=O)(=O)c1ccccc1	5	-2	5	-5	1	-1	-4	-3	3
21	CN(Cc1cccs1)c1nc(-c2cccnc2)nc2ccccc12	3	2	6	7	-4	2	1	-3	3
22	Cc1ccc(NC(=O)[C@@H]2CCCN2S(=O)(=O)c2ccccc2F)cc1S(=O)(=O)N1CCOCC1	2	2	2	-2	0	4	-4	1	5
23	CCN(CC)CCCNc1cc2n(c(=O)n1)CCc1cc(OC)c(OC)cc1-2	0	-1	1	12	-3	-3	3	-4	-1
24	O=C(CCC(=O)N1CCN(c2cccc(Cl)c2)CC1)c1cccs1	3	18	5	-3	-1	-1	7	4	4
25	Cn1c(CO)nc2c3ccccc3ccc21	5	-5	-1	14	-3	2	-1	0	4
26	O=C(COc1coc(CN2CCN(c3ccccc3F)CC2)cc1=O)Nc1ccccc1	7	-4	11	8	-3	-3	3	16	-2
27	CN(CC(=O)Nc1ccccc1C(F)(F)F)Cc1c(O)ccc2ccccc12	6	3	0	-3	-7	1	0	8	-1
28	Oc1c(Br)cc(Br)cc1/C=N/n1c(-c2ccccc2)n[nH]c1=S	7	-1	7	2	1	-3	-1	7	7
29	O=[N+]([O-])c1ccc(-c2ccc(/C=N/n3cnnc3)o2)c(Br)c1	6	0	10	43	2	4	2	2	11
30	COc1ccc(CCN2C(=O)N[C@@H](CCC(=O)O)C2=O)cc1	6	0	-1	0	-6	-4	1	-1	-4
31	Oc1ccc(N2CCN(c3ncnc4sc5c(c34)CCC5)CC2)cc1	1	3	16	16	2	4	4	15	1
32	COc1ccc(C(CC(=O)Nc2cc([N+](=O)[O-])ccc2OC)c2ccccc2)cc1 (stereo unspecified)	0	-11	2	6	-2	-1	-7	7	-1
33	O=C(NCCCn1ccnc1)c1nn2c(C(F)(F)F)cc(-c3ccccc3)nc2c1Cl	-4	-8	-3	-17	-5	-10	-1	2	-4
34	COC(=O)c1cccc(C(=O)N2CCCC(CCC(=O)N(C)CCc3ccccn3)C2)c1 (stereo unspecified)	3	-2	-4	3	-5	5	2	-5	6
35	Cc1cccc(NC(=O)Cn2cc([N+](=O)[O-])cn2)n1	2	10	4	18	4	-2	3	2	-3
36	CSc1nnc(-c2ccccc2)c(=O)[nH]1	-3	-3	-3	9	0	-10	0	-6	-4
37	CC(=O)c1ccc(N2CCN(C(=O)c3ccc(Cl)c(NC4=NC5CS(=O)(=O)CC5S4)c3)CC2)cc1 (stereo unspecified)	2	-3	6	6	-1	-4	3	4	12
38	COC(=O)c1nn(-c2ccc(C)cc2)ccc1=O	-2	4	3	2	-5	8	5	2	4
39	COc1ccccc1NS(=O)(=O)c1cc(NC(=S)Nc2cc(C)cc(C)c2)ccc1Cl	-17	-18	3	8	0	-10	-10	-8	-36
40	O=C(CSC1=NS(=O)(=O)c2cc(Cl)ccc2N1)NCc1ccccc1	13	4	3	2	1	7	2	-6	7
41	CN(CP(=O)(O)C(O)c1ccccc1)S(C)(=O)=O (stereo unspecified)	4	-4	4	4	0	1	0	4	2
42	CCOc1ccc(C2C=C(c3ccc(C)cc3)Nc3nnnn32)cc1 (stereo unspecified)	-2	5	7	-101	-4	-2	-3	-4	-10
43	CSc1ccc(S(=O)(=O)N2CCC(C(=O)NCC3CCCO3)CC2)cc1 (stereo unspecified)	-2	-1	0	0	1	3	1	3	-1
44	NC(=O)C1CCN(c2nc(-c3cccc(Cl)c3)cs2)CC1	-1	.	33*	20	1	.	.	.	10
45	Oc1c(Br)cc(/C=N/Nc2nncc3ccccc23)cc1Br	.	-5	5	7	2	5	1	9	.
46	Cc1ccc2cc(/C=N/NC(=O)[C@H](C)NC(=O)OC(C)(C)C)c(Cl)nc2c1	1	-2	2	10	-1	-5	-3	0	2
47	CC1(C(=O)NCCc2c[nH]c3ccccc23)C=CCN1C(=O)c1ccccc1 (stereo unspecified)	-2	-5	-4	-6	-3	-4	0	-4	9
48	Cc1noc(NS(=O)(=O)c2ccc(NC(=O)C(Cl)(Cl)Cl)cc2)c1C	7	5	-2	8	2	-11	0	5	-3
49	CC1(C)CC(=O)C=C(c2cccc(Br)c2)C1	1	1	1	-41	-2	-1	1	.	-9
50	NC(=O)C1=C[C@@H](c2coc3ccccc3c2=O)C[C@@H](OCCCCO)O1	3	3	0	-43	-2	0	0	-2	9

(continued)
No.	canonical_smiles	PAFAH1B2 inh	LYPLA2 inh	pPAFAH inh	PREPL inhibitor	PAD4 FP inh	PME-1 inh	LYPLA1 inh	GSTO1 inh	PAFAH1B3 FP inh
51	O=C(CC1(O)C(=O)Nc2ccccc21)c1ccc(-n2cccc2)cc1 (stereo unspecified)	1	0	5	-3	0	1	-2	-1	-5
52	CCOC(=O)c1c(C)c(C(=O)NCCCOC)c(C)n1C	5	4	1	5	0	4	-1	12	4
53	Cc1ccc(S(=O)(=O)NC(C)C(=O)N2CCOCCOCCOCCOCC2)cc1 (stereo unspecified)	8	-2	0	3	3	0	0	-3	12
54	CCc1cc(=O)oc2c(CN3CCCC3)c(O)c(Cl)cc12	1	-1	5	-2	-5	4	2	-5	4
55	O=C(N/N=C/c1ccco1)c1cccc(N2Cc3ccccc3C2)c1	1	-10	22	-5	-8	-1	-13	4	13
56	CCN(CCCNC(=O)CN1C(=O)COc2ccccc21)c1ccccc1	-1	6	7	8	-1	-7	-2	3	-5
57	COc1ccc(N2C(=O)CC(N3CCN(S(=O)(=O)c4c(F)cccc4F)CC3)C2=O)cc1OC (stereo unspecified)	4	2	6	4	-3	1	-1	-4	0
58	CCc1ccc2c(c1)C(c1ccc([N+](=O)[O-])cc1)=NNC(c1ccccc1)=N2	2	-3	4	2	1	7	-4	0	6
59	COc1cccc(N2CCN(C(=O)C3CCCN(c4ncnc5c4nc4n5CCCCC4)C3)CC2)c1 (stereo unspecified)	0	7	7	8	-4	0	3	-2	4
60	CCn1c(SCC(=O)Nc2ccc3c(c2)OCO3)nnc1C1CC1	1	6	8	-2	4	2	2	-1	5
61	CCCCC(C(=O)O)C(C)CC(=O)Nc1ccn(-c2ccccc2)n1 (stereo unspecified)	-2	-3	3	-2	2	-1	-6	8	-14
62	Cc1cccc(C)c1NC(=O)NC1(C(=O)NCCCN2CCOCC2)CCCCC1	5	6	-1	2	0	-1	-1	1	5
63	Cc1ccc(-c2csc3ncnc(N4CCN(C(=O)c5ccccc5)CC4)c23)cc1	2	8	0	4	6	22	0	3	3
64	CCOC(=O)c1cccc(P(=O)(C(C)(C)C)C(C)(C)C)c1	-1	8	-1	8	-5	1	1	-2	4
65	O=C(O)c1cnc(-c2ccccc2)nc1Sc1ccccc1Cl	3	0	-13	19	-3	-5	-1	-15	3
66	Cc1ccc(S(=O)(=O)N2CCC(C(=O)OC(C)C(=O)NC(N)=O)CC2)cc1C (stereo unspecified)	3	3	1	14	-2	-1	-3	-3	2
67	c1cncc(-c2nc(-c3ccco3)cs2)c1	6	10	5	-10	-2	4	3	8	2
68	CCc1cc(C(=O)Nc2cc(S(=O)(=O)N(CC)CC)ccc2N2CCOCC2)sc1C	4	-4	21	-3	-6	1	1	0	2
69	CNS(=O)(=O)c1cc(N(C)S(=O)(=O)c2ccc(C)cc2)c(C)cc1C	2	6	5	4	-3	-1	-1	-1	1
70	Cc1ccccc1NC(=O)COC(=O)CNC(=O)c1sc2ccccc2c1Cl	-1	-1	20	5	6	0	0	2	-5
71	CCN(C(=O)COC(=O)CNC(=O)c1cccc(C)c1)c1c(N)n(Cc2ccccc2)c(=O)[nH]c1=O	3	-10	0	6	5	-9	0	7	6
72	CC1CCN(c2ccccc2NC(=O)c2ccc(C#N)cc2F)CC1	.	2	4	6	-3	-6	-1	-2	.
73	O=C(NCCCc1ccccc1)Nc1ccccc1	5	4	1	-3	0	2	-1	4	-2
74	O=C(Cc1ccccc1)N[C@@H](Cc1ccccc1)c1nc2ccccc2[nH]1	5	4	1	-7	-2	1	-1	13	9
75	C/C(=N\NC(=O)CNc1ccccc1)c1ccccc1	-2	6	8	6	-4	4	3	19	14
76	Cn1ccnc1SCc1cc(=O)[nH]c2ccccc12	4	1	-4	10	-5	2	0	3	8
77	CCCCNC(=O)CNC(=S)N(CCCN1CCOCC1)Cc1cccs1	1	8	-2	-17	-3	-1	4	-5	4
